Compound activity (PubChem BioAssay)
ASAP1 GAP inh – inhibitors of human ASAP1 ArfGAP activity, primary screen, biochemical, fluorescence polarization; Arf-GAP with SH3 domain, ANK repeat and PH domain-containing protein 1 (Homo sapiens), …; AID 624377, 2012; 360,000 compounds, 0.19% hits; ASAP1-stimulated ARF1 GTP hydrolysis, GDP FP detection; inhibition, % at 16.5 µM; in the data active means inhibition above about 25%;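 further: 0% = vehicle with enzyme and substrate and 100% = no enzyme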
Target sequence (Q9ULH1 325-724 limits assumed): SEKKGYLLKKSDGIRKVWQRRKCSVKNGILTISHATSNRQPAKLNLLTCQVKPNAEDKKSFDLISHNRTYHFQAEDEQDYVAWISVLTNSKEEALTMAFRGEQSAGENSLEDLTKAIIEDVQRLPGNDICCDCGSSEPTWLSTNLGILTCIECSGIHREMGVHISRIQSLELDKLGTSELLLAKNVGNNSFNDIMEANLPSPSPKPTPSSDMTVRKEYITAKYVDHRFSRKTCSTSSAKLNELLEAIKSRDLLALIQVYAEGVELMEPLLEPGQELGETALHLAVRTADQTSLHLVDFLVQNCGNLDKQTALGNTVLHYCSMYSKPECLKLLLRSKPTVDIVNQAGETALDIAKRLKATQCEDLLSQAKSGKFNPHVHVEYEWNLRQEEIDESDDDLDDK
ARFGAP1 inh – inhibitors of rat ARFGAP1 GAP activity, primary screen, biochemical, fluorescence polarization, GDP tracer; ADP-ribosylation factor GTPase-activating protein 1 (Rattus norvegicus), Q62848; Arfgap1-stimulated ARF1 GTP hydrolysis, GDP FP detection; inhibition, % at 16.5 µM; 360,000 compounds, 0.26% hits;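 active means inhibition above a per-plate limit, mean inhibition of low control wells plus 3 SD, cut at about 25% in these data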;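 further: 0% = DMSO wells with enzyme and 100% = wells lacking Arfgap1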
Target sequence (Q62848 1-136 limits assumed): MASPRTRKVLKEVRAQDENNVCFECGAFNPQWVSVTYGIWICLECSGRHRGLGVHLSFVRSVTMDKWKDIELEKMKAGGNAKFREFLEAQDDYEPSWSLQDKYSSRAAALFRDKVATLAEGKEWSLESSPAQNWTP
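Material: truncated rat Arfgap1 GAP domain; Incubation: compound-enzyme preincubation 20 min, reaction 120 min, detection 60 min, 25 °C; Read-out: percent inhibition of Arfgap1-stimulated GTP hydrolysis; Technique: FP, GDP Alexa 633 tracer displaced from anti-GDP antibody, 620/688 nm; Controls: No-Arfgap1 wells (100%) versus DMSO full-reaction wells (0%); Replication: single well per compound.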
PG9 Ab binder – binders of HIV-1 gp120 antibody PG9, primary screen, biochemical, TR-FRET. TR-FRET gp120-PG9 antibody binding. 360,000 compounds, 0.43% hits. inhibition, % at 6.7 µM. HIV-1 gp120 / PG9 antibody interaction; in the data active means inhibition above about 8.5%
SMARCA2 activ – SMARCA2 (BRM) function activators, primary screen, cell-based, luminescence, high throughput. MG213 cells, MMTV-luciferase reporter, dexamethasone, overnight. activation, % at 9.1 µM. 370,000 compounds, 1% hits; in the data active means activation above about 7.8%;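 further: 0% = vehicle wells and 100% = reference activator wells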
NPR2 activator – human GC-B receptor activators, primary screen, HEK293 GC-B cells, cGMP TR-FRET, EC30 CNP | Atrial natriuretic peptide receptor 2 (Homo sapiens), P20594 | 0% at EC30 CNP, 100% saturating CNP | activation, % at 10 µM | 370,000 compounds, 0.11% hits | AID 1920062, 2024;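 active means activation at 10 µM reaching about 35% in either raw or pattern-adjusted values, limit read from the data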
ABHD4 inh – ABHD4 inhibitors, primary screen, biochemical, fluorescence polarization, mouse. 370,000 compounds, 0.54% hits. purified mABHD4, FP-Rh probe fluorescence polarization. (Lyso)-N-acylphosphatidylethanolamine lipase (Mus musculus), Q8VD66. AID 720543, 2013. inhibition, % at 8.92 µM;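 active means inhibition exceeding the mean over every tested compound plus 3 SD, cut at about 30% in these data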;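 further: 0% = plate median of compound wells and 100% = S159A mutant with DMSO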
Target sequence (Q8VD66 whole entry, looked up): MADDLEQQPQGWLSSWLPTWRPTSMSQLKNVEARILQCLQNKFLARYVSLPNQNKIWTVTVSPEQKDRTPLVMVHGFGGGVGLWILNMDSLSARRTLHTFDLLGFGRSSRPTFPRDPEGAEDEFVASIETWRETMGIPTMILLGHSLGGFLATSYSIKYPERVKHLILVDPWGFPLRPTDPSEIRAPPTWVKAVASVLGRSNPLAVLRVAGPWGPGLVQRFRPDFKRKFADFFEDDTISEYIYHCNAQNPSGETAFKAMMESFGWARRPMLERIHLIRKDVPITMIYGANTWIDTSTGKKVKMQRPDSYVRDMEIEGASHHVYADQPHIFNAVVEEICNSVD
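Assay system: mouse ABHD4 enzyme, wild type / Also added: fluorescent activity-based probe FP-Rh / Doses: single nominal dose of 8.92 µM, 0.89% DMSO final / Timing: 45 min compound pre-incubation plus 60 min probe step, 25 °C / Signal: FP readout, ex 525 nm / em 598 nm / Control set: S159A mutant/DMSO as 100%, compound-well median as 0%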
NR1D1 modulator – modulators of Rev-erb alpha DNA binding, primary screen, biochemical, FITC-DNA, fluorescence polarization, uHTS. 370,000 compounds, 0.79% hits. Rev-erbα–FITC-DNA binding, 90 min. activity, % at 10 µM;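 active means activity above about 14%, limit read from the data; passing the limit was not always enough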;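 further: 0% = DMSO wells with 35 nM protein and 100% = DMSO wells with 750 nM protein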
rCAG binder – binders of r(CAG) RNA repeats, primary screen, biochemical, fluorescence; r(CAG) RNA repeat, TO-PRO-1 dye displacement fluorescence; inhibition, % at 3 µM; 370,000 compounds, 1.3% hits; AID 651821, 2012;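 active means inhibition above the plate cutoff, the mean of all test compounds on that plate plus 3 SD, cut at about 35% in these data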;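 further: 0% = DMSO alone and 100% = 100 µM mitoxantrone as full dye displacement; higher means more dye released from RNA so lower well fluorescence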
HTRA1 inhibitor – HTRA1 serine protease inhibitors, primary screen, biochemical, fluorescence polarization, HTS; Q92743; recombinant HTRA1, FP-rhodamine activity-based probe; inhibition, % at 5.96 µM; 340,000 compounds, 0.5% hits; AID 504803, 2011; in the data active means inhibition above about 36%;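 further: 0% = enzyme with DMSO and 100% = wells lacking enzyme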
NPR1 activator – GC-A stimulated cGMP production enhancers – HEK293 GC-A cells, cGMP TR-FRET, EC30 ANP, primary screen | activation, % at 10 µM | 0% at EC30 ANP, 100% saturating ANP | 370,000 compounds, 0.14% hits | Atrial natriuretic peptide receptor 1 (Homo sapiens), P16066; in the data active means activation above about 40%
Starred values were filed as active, the others as inactive.

Screening CN1CCN(S(=O)(=O)c2cccc(C(=O)N(C)Cc3cccs3)c2)CC1 returned ASAP1 GAP inh -24, ARFGAP1 inh 7, PG9 Ab binder -0.3, SMARCA2 activ -3, NPR2 activator 1, ABHD4 inh -8, NR1D1 modulator 0, rCAG binder -4, HTRA1 inhibitor 7 and NPR1 activator -1.
CCC(C(=O)Nc1nc(C)cs1)c1ccccc1 (configuration not stated) was read as ASAP1 GAP inh -7, ARFGAP1 inh 4, PG9 Ab binder -0.3, SMARCA2 activ -3, NPR2 activator 1, ABHD4 inh -1, NR1D1 modulator -4, rCAG binder -1, HTRA1 inhibitor -7 and NPR1 activator 0.
Screening Cc1sc(NC(=O)c2cccc([N+](=O)[O-])c2)c(C(N)=O)c1-c1ccc(C(C)(C)C)cc1 returned ASAP1 GAP inh 17, ARFGAP1 inh -2, PG9 Ab binder 2.5, SMARCA2 activ -2, NPR2 activator 6, ABHD4 inh 4, NR1D1 modulator 3, rCAG binder -2, HTRA1 inhibitor 3 and NPR1 activator -4.
Screening CC(C)(C)n1nc2c(c1NC(=O)CCCc1ccccc1)CS(=O)C2 (configuration not stated) returned ASAP1 GAP inh 3, ARFGAP1 inh 8, PG9 Ab binder 1.5, SMARCA2 activ -6, NPR2 activator 7, ABHD4 inh -5, NR1D1 modulator 0, rCAG binder 0, HTRA1 inhibitor 2 and NPR1 activator 10.
CC(C)(CNC(=O)Cc1ccc(Cl)cc1Cl)N1CCCCC1 was read as ASAP1 GAP inh -6, ARFGAP1 inh 4, PG9 Ab binder 0.6, SMARCA2 activ -4, NPR2 activator -4, ABHD4 inh 0, NR1D1 modulator 7, rCAG binder 2, HTRA1 inhibitor -12 and NPR1 activator -1.
For Cc1nn(Cc2ccccc2)c(Cl)c1C(=O)NC(C)(C)C the results were ASAP1 GAP inh -4, ARFGAP1 inh 5, PG9 Ab binder -0.8, SMARCA2 activ 0, NPR2 activator 5, ABHD4 inh 15, NR1D1 modulator -5, rCAG binder -4, HTRA1 inhibitor 10 and NPR1 activator 0.
CCOC(=O)C1=CCN(S(=O)(=O)c2ccc(C)cc2)C1c1cccc(C)c1 (configuration not stated) was read as ASAP1 GAP inh -16, ARFGAP1 inh 2, PG9 Ab binder -0.4, SMARCA2 activ 4, NPR2 activator -2, ABHD4 inh -4, NR1D1 modulator 3, rCAG binder 1 and NPR1 activator 0.
For C=CCn1c(Cc2csc(N)n2)nnc1SCC(=O)OCC the results were ASAP1 GAP inh 4, ARFGAP1 inh -1, PG9 Ab binder -2.5, SMARCA2 activ -1, NPR2 activator 7, ABHD4 inh 9, NR1D1 modulator -3, rCAG binder 2, HTRA1 inhibitor 4 and NPR1 activator 0.
`COc1ccc(CN2CCn3ncc(C(=O)Nc4cc(C)cc(C)c4)c3C2=O)cc1` gave ASAP1 GAP inh -2, ARFGAP1 inh -3, PG9 Ab binder 0.9, SMARCA2 activ -1, NPR2 activator 3, ABHD4 inh 4, NR1D1 modulator -7, rCAG binder 2, HTRA1 inhibitor -7 and NPR1 activator -2.
`CN(C)Cc1c(O)ccc2occ(C(O)c3ccccc3)c12` (configuration not stated) gave ASAP1 GAP inh 5, ARFGAP1 inh 1, PG9 Ab binder -0.4, SMARCA2 activ 0, NPR2 activator 0, ABHD4 inh 7, NR1D1 modulator -1, rCAG binder -2, HTRA1 inhibitor 2 and NPR1 activator -5.
COc1ccc(S(=O)(=O)N(C)c2ccc(C(=O)NCc3ccccn3)cc2)cc1OC was read as ASAP1 GAP inh 5, ARFGAP1 inh 2, PG9 Ab binder -0.7, SMARCA2 activ 7, NPR2 activator 2, ABHD4 inh 2, NR1D1 modulator 4, rCAG binder -3, HTRA1 inhibitor 3 and NPR1 activator -1.
Screening O=c1c2c3c(sc2nc2n1CCCC2)CCCC3 returned ASAP1 GAP inh 0, ARFGAP1 inh -16, PG9 Ab binder -0.6, SMARCA2 activ 1, NPR2 activator 2, ABHD4 inh 4, NR1D1 modulator 3, rCAG binder 6, HTRA1 inhibitor -3 and NPR1 activator -2.
Screening Cc1ccc(C(=O)C2C(=O)C3CCC2C3)cc1 (configuration not stated) returned ASAP1 GAP inh 2, ARFGAP1 inh -4, PG9 Ab binder 0.5, SMARCA2 activ 3, NPR2 activator -2, ABHD4 inh 1, NR1D1 modulator -3, rCAG binder 1 and NPR1 activator -1.
COc1ccccc1NC(=O)NC1CC(=O)N(c2ccc3c(c2)OCCO3)C1 (configuration not stated) was read as ASAP1 GAP inh -9, ARFGAP1 inh 10, PG9 Ab binder -1.5, SMARCA2 activ -3, NPR2 activator -4, ABHD4 inh 5, NR1D1 modulator 3, rCAG binder 1, HTRA1 inhibitor -3 and NPR1 activator 0.
COC[C@H]1CCCN1[C@H]1CS(=O)(=O)N[C@@H]1COCc1ccccc1 was read as ASAP1 GAP inh 10, ARFGAP1 inh 1, PG9 Ab binder -0.2, SMARCA2 activ -2, NPR2 activator -4, ABHD4 inh -1, NR1D1 modulator 1, rCAG binder 2 and NPR1 activator 6.
COc1ccc(N2C(=O)CSC2c2ccccc2)cc1 (configuration not stated) was read as ASAP1 GAP inh 1, ARFGAP1 inh 8, PG9 Ab binder -0.2, SMARCA2 activ -2, NPR2 activator -1, ABHD4 inh 6, NR1D1 modulator 3, rCAG binder 0, HTRA1 inhibitor -2 and NPR1 activator -10.
For Cc1cccn2c(=O)c3cc(C(=O)N4COCC4(C)C)sc3nc12 the results were ASAP1 GAP inh -4, ARFGAP1 inh -3, PG9 Ab binder -0.7, SMARCA2 activ -2, NPR2 activator 1, ABHD4 inh -5, NR1D1 modulator 1, rCAG binder 0, HTRA1 inhibitor -2 and NPR1 activator 6.
For Cc1[nH]n(-c2ccccc2)c(=O)c1C(c1ccc(O)c([N+](=O)[O-])c1)c1c(C)[nH]n(-c2ccccc2)c1=O the results were ASAP1 GAP inh -2, ARFGAP1 inh 18, PG9 Ab binder -3.9, SMARCA2 activ 2, NPR2 activator 2, ABHD4 inh 6, NR1D1 modulator 1, rCAG binder 46*, HTRA1 inhibitor 8 and NPR1 activator 16.
Screening CS(=O)(=O)NN1C(=O)c2ccccc2NC12CCCC2 returned ASAP1 GAP inh 7, ARFGAP1 inh 9, PG9 Ab binder -1.1, SMARCA2 activ 0, NPR2 activator 0, ABHD4 inh 2, NR1D1 modulator -4, rCAG binder -2, HTRA1 inhibitor 9 and NPR1 activator 2.
`O=C(COc1cccc2ccccc12)N1c2ccccc2CCc2ccccc21` gave ASAP1 GAP inh 8, ARFGAP1 inh 0, PG9 Ab binder -0.3, SMARCA2 activ -3, NPR2 activator -6, ABHD4 inh -31, NR1D1 modulator 3, rCAG binder 2, HTRA1 inhibitor -63 and NPR1 activator -12.
For CN(C)S(=O)(=O)c1cc(NC(=O)COC(=O)c2nc(Cl)ccc2Cl)ccc1Cl the results were ASAP1 GAP inh 4, ARFGAP1 inh 9, PG9 Ab binder -1.4, SMARCA2 activ -1, NPR2 activator -5, ABHD4 inh -10, NR1D1 modulator 7, rCAG binder 10, HTRA1 inhibitor -11 and NPR1 activator -3.
For O=C(C[N+]1(CC#Cc2ccccc2)CCOCC1)c1ccccc1 the results were ASAP1 GAP inh -12, ARFGAP1 inh 2, PG9 Ab binder 0.2, SMARCA2 activ -2, NPR2 activator -1, ABHD4 inh 8, NR1D1 modulator 4, rCAG binder -4, HTRA1 inhibitor -4 and NPR1 activator 2.
For CCCN1CCN(C(=O)CCc2nnc3ccc(N4CCN(c5cccc(OC)c5)CC4)nn23)CC1 the results were ASAP1 GAP inh 9, ARFGAP1 inh -2, PG9 Ab binder -0.7, SMARCA2 activ 3, NPR2 activator 2, ABHD4 inh 1, NR1D1 modulator -7, rCAG binder -9, HTRA1 inhibitor -5 and NPR1 activator 0.
For NNC(=O)c1nc[nH]c1C(=O)Nc1ccccc1 the results were ASAP1 GAP inh 3, ARFGAP1 inh 4, PG9 Ab binder -0.2, SMARCA2 activ -1, NPR2 activator -11, ABHD4 inh -37, NR1D1 modulator 0, rCAG binder 12, HTRA1 inhibitor -17 and NPR1 activator 2.
CC(=O)N1CCN(c2ccc(Oc3nc(-c4ccccc4)nc4ccccc34)cc2)CC1 was read as ASAP1 GAP inh 8, ARFGAP1 inh 3, PG9 Ab binder -0.5, SMARCA2 activ -3, NPR2 activator -5, ABHD4 inh 2, NR1D1 modulator -4, rCAG binder 3, HTRA1 inhibitor -2 and NPR1 activator -2.
Cc1cccc(N2CCN(C(=O)c3cccn4c(=O)c5c(C)c(C)sc5nc34)CC2)c1C was read as ASAP1 GAP inh 1, ARFGAP1 inh -3, PG9 Ab binder 0.2, SMARCA2 activ 0, NPR2 activator 12, ABHD4 inh 2, NR1D1 modulator 10, rCAG binder 1, HTRA1 inhibitor -9 and NPR1 activator 7.
COCCNC(=O)C(c1ccc(O)cc1)N(Cc1cccs1)C(=O)CCC(=O)Nc1ccccn1 (configuration not stated) was read as ASAP1 GAP inh 2, ARFGAP1 inh 5, PG9 Ab binder 1.5, SMARCA2 activ -2, NPR2 activator 1, ABHD4 inh 2, NR1D1 modulator -4, rCAG binder -4, HTRA1 inhibitor 2 and NPR1 activator 0.
For COc1ccc(NS(=O)(=O)c2cccc(C(=O)NNC(=O)CNC(=O)c3ccccc3F)c2)cc1 the results were ASAP1 GAP inh -4, ARFGAP1 inh -5, PG9 Ab binder 0.4, SMARCA2 activ 8.2*, NPR2 activator -3, ABHD4 inh 2, NR1D1 modulator 0, rCAG binder 7, HTRA1 inhibitor 6 and NPR1 activator -1.
Screening C=CCN1[C@@H](CC(C)C)COc2cccc(NCCCN3CCOCC3)c2S1(=O)=O returned ASAP1 GAP inh -11, ARFGAP1 inh 1, PG9 Ab binder -0.8, SMARCA2 activ -4, NPR2 activator 0, ABHD4 inh 0, NR1D1 modulator 4, rCAG binder -1 and NPR1 activator 1.
For CCN1CSC(=S)N(Cc2ccc(OC)cc2)C1 the results were ASAP1 GAP inh 4, ARFGAP1 inh -5, PG9 Ab binder 0.2, SMARCA2 activ -2, NPR2 activator -5, ABHD4 inh -5, NR1D1 modulator -3, rCAG binder 3, HTRA1 inhibitor 0 and NPR1 activator 3.
